FBW7 act: human FBW7 E3 ligase activation, primary screen. Q969H0. AID 1259310. normalized activity (activation), % at 26.1 µM. AlphaScreen FBW7–phospho-cyclin E peptide binding, activator screen. 650,000 compounds, 0.13% hits; in the data active means normalized activity above about 1.9%;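 further: purified mutant Fbw7 with reduced substrate affinity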
Target sequence (Q969H0 whole entry, looked up): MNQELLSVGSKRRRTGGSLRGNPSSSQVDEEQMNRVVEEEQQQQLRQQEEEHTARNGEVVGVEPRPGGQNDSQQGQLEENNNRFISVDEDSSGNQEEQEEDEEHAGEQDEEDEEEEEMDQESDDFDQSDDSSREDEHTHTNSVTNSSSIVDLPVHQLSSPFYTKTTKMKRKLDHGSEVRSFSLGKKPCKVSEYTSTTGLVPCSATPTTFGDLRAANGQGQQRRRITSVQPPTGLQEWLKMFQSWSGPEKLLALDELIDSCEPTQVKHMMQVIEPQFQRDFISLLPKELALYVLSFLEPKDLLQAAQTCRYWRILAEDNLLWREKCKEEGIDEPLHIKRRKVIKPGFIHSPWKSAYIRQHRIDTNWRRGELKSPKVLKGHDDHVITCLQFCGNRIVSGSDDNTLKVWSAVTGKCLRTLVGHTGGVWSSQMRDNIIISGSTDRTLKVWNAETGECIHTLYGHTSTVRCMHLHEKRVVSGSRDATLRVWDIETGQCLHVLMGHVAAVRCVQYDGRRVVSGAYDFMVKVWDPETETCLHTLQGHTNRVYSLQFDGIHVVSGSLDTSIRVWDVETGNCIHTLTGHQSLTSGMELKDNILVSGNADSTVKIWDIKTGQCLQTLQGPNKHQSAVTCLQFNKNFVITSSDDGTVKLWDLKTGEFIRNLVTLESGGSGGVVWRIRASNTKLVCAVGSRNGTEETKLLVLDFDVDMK
TEAD-YAP inh: TEAD-YAP interaction inhibition. AID 1259422. 640,000 compounds, 1.4% hits. HEK-TIYL cells, TEAD-Gal4/YAP UAS-luciferase luminescence. inhibition, % at 9.12 µM; in the data active means inhibition above about 32%;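 further: 0% = median of test compound wells and 100% = reference inhibitor wells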
GPR151 ag: human GPR151 activation; activation, % at 11.2 µM; PathHunter beta-arrestin GPR151 cells, luminescence; 650,000 compounds, 1% hits; AID 1508602; in the data active means activation above about 4.9%;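 further: 0% = median of compound wells and 100% = cells with positive control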
Target sequence (Q8TDV0 whole entry, looked up): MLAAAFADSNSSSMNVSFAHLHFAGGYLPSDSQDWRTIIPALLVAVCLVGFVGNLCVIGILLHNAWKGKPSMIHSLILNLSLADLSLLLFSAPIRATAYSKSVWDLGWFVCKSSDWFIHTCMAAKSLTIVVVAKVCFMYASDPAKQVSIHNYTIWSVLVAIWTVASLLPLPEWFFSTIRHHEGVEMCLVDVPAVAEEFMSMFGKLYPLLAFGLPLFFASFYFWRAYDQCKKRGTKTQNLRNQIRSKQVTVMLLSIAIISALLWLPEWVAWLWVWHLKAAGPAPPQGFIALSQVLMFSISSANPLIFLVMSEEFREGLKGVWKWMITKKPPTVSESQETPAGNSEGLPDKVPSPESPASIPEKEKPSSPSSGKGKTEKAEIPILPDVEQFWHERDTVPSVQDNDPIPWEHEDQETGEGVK
MITF inh: inhibitors of human MITF. O75030. AlphaScreen MITF homodimerization, bead proximity signal. inhibition, % at 2.6 µM. 650,000 compounds, 0.91% hits. AID 1259374; in the data active means inhibition above about 50%;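 further: 0% = vehicle wells with protein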
Active calls of the source: *.

Results follow in this order: FBW7 act, TEAD-YAP inh, GPR151 ag, MITF inh
O=C(c1ccc2c(=O)n(-c3cccc(C(F)(F)F)c3)c(=S)[nH]c2c1)N1CCCCC1c1cccnc1 (stereo unspecified)
→ -0.1, 10, 0.7, -7
Cc1ccc(NS(=O)(=O)c2cc(C(=O)O)cc(C)c2C)cc1
→ 0.0, 6, -0.6, -11
COC(=O)C1=NN(c2ccc(C)cc2)C2C(=O)N(c3ccc(Br)cc3)C(=O)C12 (stereo unspecified)
→ 0.6, 1, -0.4, 2
Cc1ccc(/C=C/C(=O)N2CCCCCC2)o1
→ 0.1, 0, -2.2, -12
Cc1cccnc1NC(=O)C(CCS(C)(=O)=O)N1Cc2ccccc2C1=O (stereo unspecified)
→ 1.0, 3, 0.1, 11
CCOc1ccc(CC(=O)N(c2ccc(C(C)C)cc2)C2C=CS(=O)(=O)C2)cc1 (stereo unspecified)
→ -0.1, 6, -0.6, 6
COc1ccccc1CC(=O)O/N=C(\N)Cc1ccc([N+](=O)[O-])cc1
→ -0.1, -4, -0.7, 8
Cc1cccc(NC(=O)Cn2cnc3sc4c(c3c2=O)CCCC4)c1
→ 0.1, -1, 0.7, 8
CCOc1ccc2nc(C)cc(Nc3ccc(C(=O)O)cc3)c2c1
→ 0.0, 6, -1.1, 8
Cc1cccc(NC(=O)CSc2nnnn2-c2ccccc2F)c1C
→ -0.2, -1, -1.4, -9
O=C(CCCCCNC(=O)c1ccccc1)N/N=C/c1ccccc1
→ -0.1, -1, 0.8, -11
Cc1ccc2c(C)nc(NC3=NCN(CC4CCCO4)CN3)nc2c1 (stereo unspecified)
→ 0.9, 14, 1.1, -11
O=C(NCCCN1CCCC1=O)c1csc(Nc2ccc(N3CCOCC3)cc2)n1
→ 0.4, -10, -1.6, -4
CCSc1nnc(NC(=O)C(C)SC2=NCCS2)s1 (stereo unspecified)
→ -0.2, 4, -0.2, 8
O=C(c1ccc([N+](=O)[O-])cc1)N1CCN(C2=NS(=O)(=O)c3ccccc32)CC1
→ -0.1, 1, 1.9, 11
CCCNc1nc(Cl)nc2c1ncn2C1CCCCC1
→ 0.0, -45, 4.7, 4
O=C1NC2NC(=O)N(C3CCCCC3)C2N1 (stereo unspecified)
→ 0.2, -6, -0.2, -3
CCOC(=O)c1c(NC(=O)c2ccc(S(=O)(=O)N3CCCC(C)C3)cc2)sc2c1CCN(C)C2 (stereo unspecified)
→ 0.3, -5, 1.9, -11
COC(CNS(=O)(=O)c1ccc(S(=O)(=O)N(C)C)cc1)OC
→ 0.1, -3, -0.9, 6
CCc1ccc(N2CC(O)Cn3c2nc2c3c(=O)[nH]c(=O)n2C)cc1 (stereo unspecified)
→ 0.8, 7, 2.1, 13
Cc1ccccc1-c1cn[nH]c1C1CCCN(C(=O)c2ccccn2)C1 (stereo unspecified)
→ 0.0, -10, 0.2, 2
O=C(Nc1nc(-c2c[nH]c3ccccc23)cs1)C1CCCC1
→ 0.1, -56, -1.4, -1
Cc1nc2nc(N)nn2c(C)c1CC(=O)O
→ 0.1, 10, -1.3, 7
O=C1c2ccccc2C(=O)C1(Nc1ccc(-c2ccccc2)cc1)c1ccccc1
→ 0.0, -10, 0.9, 6
CCN(C(=O)CSc1cccc[n+]1[O-])C1CCCCC1
→ 0.0, 3, 0.5, 3
CCOc1ccc(-c2cnc3ccccc3n2)cc1
→ 0.2, 75*, -5.3, 8
O=C1CC(c2cccs2)Sc2nc(-c3ccc(F)cc3)nn21 (stereo unspecified)
→ -0.1, -5, -0.3, -7
N#Cc1c(-c2ccc(Cl)cc2)[nH]c(=S)[nH]c1=O
→ -0.2, -7, -0.4, -2
Cc1ccsc1CN1CCN2C(=O)[C@@H]3CCCN3C(=O)[C@H]2C1
→ 0.0, 7, -0.8, -8
O=c1[nH]c(=O)n(Cc2ccccc2)c(O)c1C=NCc1ccccc1
→ 0.3, -8, 4.1, 11

Continuation:
Results follow in this order: FBW7 act, TEAD-YAP inh, GPR151 ag, MITF inh
COc1ccccc1NC(=O)C1=C(C)Nc2nc(-c3ccc(F)cc3)nn2C1c1ccncc1 (stereo unspecified)
→ 0.0, 2, 0.0, 6
CC(C)C(=O)N1CCC(c2[nH]ncc2-c2ccncc2)CC1
→ 0.6, 23, -0.8, 11
COc1cc(OC)c(S(=O)(=O)NC(C)C)cc1C(=O)O
→ 0.4, 6, -0.4, 13
COc1ccc(Cn2c(O)c(/C=N/NC(=O)c3ccncc3)c3ccccc3c2=O)cc1
→ 0.0, -2, -2.1, 23
O=C(NCc1ccc2c(c1)OCO2)NCc1noc2ccccc12
→ 0.6, -4, -3.7, 11
COCCNC(=O)C(CCS(C)(=O)=O)N1Cc2ccccc2C1=O (stereo unspecified)
→ -0.1, -2, 0.1, 6
Cc1cnc(CN(C)C(=O)c2ccc(-c3ccc(F)cc3)nc2N2CCCC(CO)C2)[nH]1 (stereo unspecified)
→ -0.1, -11, -0.6, -6
Cn1c(Cc2ccccc2)nnc1Sc1ccc([N+](=O)[O-])cc1S(=O)(=O)N1CCOCC1
→ 0.1, -7, -0.5, -7
CN(C)C(=O)N1CCCC(C(=O)NC2CCCCC2)C1 (stereo unspecified)
→ -0.1, 0, -0.4, -10
COc1ccc(-n2cc(-c3ccccc3)nc2SCC(=O)Nc2ccccc2)cc1
→ -0.1, -2, -0.4, -10
COC(=O)C1=C(N)OC2=C(C(=O)CC(C)(C)C2)C1c1cccnc1 (stereo unspecified)
→ -0.1, 0, 3.2, -6
N#Cc1c(C(F)(F)F)cc(-c2cccs2)nc1SC1CC(=O)N(c2ccc(Br)cc2)C1=O (stereo unspecified)
→ 0.1, -4, -0.5, 11
O=C(CCC(=O)c1ccc(Cl)cc1)OCC(=O)c1ccc(Cl)cc1
→ -0.1, -10, 1.4, -7
O=C(OCc1nc2ccc(Cl)cc2n1CCO)c1cccs1
→ 0.2, -2, -0.5, 8
Cc1cc(NCCCO)n2nc(C)c(-c3cccs3)c2n1
→ 0.2, -53, 0.7, 1
O=C1CCC(N2CCN(Cc3ccccn3)CC2)CCN1Cc1ccc2ccccc2c1 (stereo unspecified)
→ 0.6, 8, -0.4, 4
CC(=O)Oc1ccc2ccccc2c1CNC(=O)c1ccccc1
→ 0.2, -8, -1.8, 11
CCOc1ccc(C2=NC(c3ccc(F)cc3)NC(c3cc(Cl)ccc3O)C2)cc1 (stereo unspecified)
→ 0.0, -48, 1.5, 6
COc1ccc(C2C=C(c3cccc(NC(C)=O)c3)Nc3ncnn32)c(OC)c1 (stereo unspecified)
→ 0.0, -13, 1.9, -4
Cc1c(C(=O)Nc2ccc3c(c2)OCO3)sc2ncnc(N(C)c3ccccc3)c12
→ 0.0, 0, 0.6, 3
CC(C)CNC(=O)CSc1nnc(C(F)(F)F)n1N
→ 0.2, 2, 3.0, 8
Cc1[nH]nc(NCCC(=O)O)c1[N+](=O)[O-]
→ 0.7, 10, -1.1, 9
Cc1cc(Br)cc(C)c1OCC(=O)N/N=C\c1ccccn1
→ -0.2, -6, 1.0, 0
Cc1ccccc1OCC(O)Cn1cnc2ccccc21 (stereo unspecified)
→ 0.3, -44, 0.0, 7
CC(C)(C)c1ccc(C(=O)Nc2nnc(C(F)(F)F)s2)cc1
→ 0.3, -45, -1.1, -15
CCc1ccc(CNCc2c(C(=O)O)n(C)c3cc(OC)ccc23)cc1
→ 0.1, 13, 1.0, 11
O=S1(=O)N=C(c2cccs2)Nc2ccccc21
→ -0.1, -12, 0.3, -3
O=[N+]([O-])c1ccc(Nc2ccc(Br)cc2)c2nonc12
→ -0.1, 21, 1.2, -3
COc1cnc(SC(C)C)[nH]c1=O
→ -0.1, 15, 4.5, -2
CCN1Cc2cccc(CNc3ccc(F)cc3)c2C1
→ 0.5, 11, -0.3, 4

Molecules shown so far with two or more sulfur atoms, in the order listed:
Results follow in this order: FBW7 act, TEAD-YAP inh, GPR151 ag, MITF inh
CCSc1nnc(NC(=O)C(C)SC2=NCCS2)s1 (stereo unspecified)
→ -0.2, 4, -0.2, 8
CCOC(=O)c1c(NC(=O)c2ccc(S(=O)(=O)N3CCCC(C)C3)cc2)sc2c1CCN(C)C2 (stereo unspecified)
→ 0.3, -5, 1.9, -11
COC(CNS(=O)(=O)c1ccc(S(=O)(=O)N(C)C)cc1)OC
→ 0.1, -3, -0.9, 6
O=C1CC(c2cccs2)Sc2nc(-c3ccc(F)cc3)nn21 (stereo unspecified)
→ -0.1, -5, -0.3, -7
Cn1c(Cc2ccccc2)nnc1Sc1ccc([N+](=O)[O-])cc1S(=O)(=O)N1CCOCC1
→ 0.1, -7, -0.5, -7
N#Cc1c(C(F)(F)F)cc(-c2cccs2)nc1SC1CC(=O)N(c2ccc(Br)cc2)C1=O (stereo unspecified)
→ 0.1, -4, -0.5, 11
O=S1(=O)N=C(c2cccs2)Nc2ccccc21
→ -0.1, -12, 0.3, -3

Additional compounds.
Results follow in this order: FBW7 act, TEAD-YAP inh, GPR151 ag, MITF inh
Cc1nn(-c2ccc(F)cc2)c2c1C(c1cccnc1)C1=C(CCCC1=O)N2 (stereo unspecified)
→ 0.0, -2, 0.7, 1
CCOC(=O)c1c(C)[nH]c(C(=O)CSc2nnnn2-c2ccccc2)c1C
→ 0.2, 6, 1.3, -3
O=C(NCc1cccc(Cl)c1)C(=O)Nc1ccc2nc3n(c(=O)c2c1)CCCCC3
→ 1.1, 5, -1.0, 8
O=C1C2C3CCC(C3)C2C(=O)N1c1ccc(Cl)c(C(F)(F)F)c1 (stereo unspecified)
→ 0.1, 12, 1.5, 9
COC(=O)C1=CNC=C(C(=O)OC)C1c1ccc(OC)c(O)c1
→ 0.0, -14, -0.9, 3
CCOc1cc(OCC)cc(C(=O)Nc2ccc(Br)cn2)c1
→ 0.9, 0, 3.2, 16
CCN(CC)c1ccc2c(O)cc(=O)oc2c1
→ 0.0, -1, -0.9, -8
O=[N+]([O-])c1ccc(Nc2nc(Cl)nc(NC3CCCCC3)n2)cc1
→ -0.2, 6, 2.2, 12
CCOC(=O)c1nn(-c2ccccc2)c(=O)c2c(NC(=O)c3ccccc3F)scc12
→ 0.0, 1, -0.6, -6
O=C(CCn1nnc2ccccc21)N/N=C\c1ccc([N+](=O)[O-])cc1
→ -0.1, 4, 0.2, 0
COCCNC(=O)c1cccc(OC2CCN(Cc3cc4ccccc4s3)CC2)c1
→ -0.1, 23, 0.7, -17
CCC(c1ccccc1)c1nc(-c2cccnc2)no1 (stereo unspecified)
→ 0.0, 3, -0.6, 8
C=CCOc1ccc(CNC(C)(C)C)cc1
→ -0.1, 13, 1.4, 0
Cc1ccc(-c2cc(C(=O)Nc3cccc(F)c3)c3ccccc3n2)cc1C
→ -0.1, -9, 0.3, -5
Cc1cccc(Cl)c1OCCNC(C)(C)C
→ -0.1, 3, -0.6, 20
N#C/C(=C\C=C\c1ccccc1[N+](=O)[O-])C(=O)NC1CCCCC1
→ 0.0, -15, -0.2, -6
COc1cc(OC)nc(C(c2ccccc2)N2CCN(C=O)CC2)n1 (stereo unspecified)
→ -0.2, 3, -0.3, 1
OCCN(C(=S)Nc1ccc2nccnc2c1)c1ccccc1
→ 1.2, -33, -0.9, 6
Cc1cc(-c2nnc(CCC(=O)N(C)C(C)c3cccs3)o2)no1 (stereo unspecified)
→ -0.1, -11, -0.6, 1
CCCCN(CCCC)C(=N)N=C(N)N
→ 0.1, -3, 0.2, -5
C=CCNC(NC(=O)c1ccc(Br)cc1)C(Cl)(Cl)Cl (stereo unspecified)
→ 1.4, 3, -0.1, 17
Clc1ccc(-n2nnnc2-c2ccccc2)cc1Cl
→ 0.6, 10, 0.3, 13
CC(C)COc1ccc(/C=C2/NC(=O)N(Cc3ccc(Br)cc3)C2=O)cc1
→ 0.3, -10, -0.3, 12
N#Cc1ccccc1NC(=O)C1=COCCO1
→ 0.0, 0, 1.0, -4
CCC(C)(C)NC(=O)C(c1cccnc1)N(C(=O)c1csnn1)c1ccc(C)c(C)c1 (stereo unspecified)
→ 0.1, -2, -0.2, -11
CCCCOc1cccc(NC(=O)CCSc2nncn2C)c1
→ 0.1, 0, 2.3, -2
Cn1cnnc1SCC(=O)Nc1ccc(N2CCOCC2)cc1
→ 0.0, 10, -0.9, -6
Cc1ccc2sc(=NC(=O)c3ccc(S(=O)(=O)N(C)C)cc3)n(C)c2c1C
→ 0.1, 15, -0.3, 13
COc1cc(-c2cnn3ccc(Nc4ccc(F)c(Cl)c4)nc23)cc(OC)c1OC
→ 0.1, -9, 3.6, -6
O=c1oc2ccccc2c(O)c1C=Nc1ccccc1C(F)(F)F
→ -0.1, -5, 0.6, 0

(listing goes on)
Results follow in this order: FBW7 act, TEAD-YAP inh, GPR151 ag, MITF inh
N#Cc1c(-c2cccs2)cc(-c2cccs2)nc1SCc1ccccc1F
→ 0.1, 9, -0.1, 2
O=C(CSc1nnc(CNC(=O)c2c(F)cccc2F)o1)Nc1cccc(Cl)c1
→ 0.3, 15, -0.9, 12
CCc1c(C)nc2nncn2c1NCc1ccc(OC)cc1
→ -0.1, 5, 0.2, 1
COc1ccc(N2CC(NC(=O)N3CC(C)OC(C)C3)CC2=O)cc1 (stereo unspecified)
→ -0.1, -6, -0.8, 0
Cc1cccc(-n2cc(-c3ccccc3)c3c(Nc4ccccc4C)ncnc32)c1
→ 0.2, -4, -1.6, -11
CC(C)(C)c1cc[n+](-c2[nH]c(=O)sc2/C=N/NC(=O)c2ccccc2O)cc1
→ -0.1, 2, -1.0, 18
Cc1cc(N(CCO)CCO)nc(NCc2ccccc2)n1
→ -0.1, -1, 0.8, -2
Cc1noc(C)c1C(=O)N1CCCC(c2c(S(C)(=O)=O)cnc3ncnn23)C1 (stereo unspecified)
→ 1.0, -5, -2.5, 20
CC(=O)c1cccc(NC(=O)c2sc3nc(-c4ccccc4)cn3c2C)c1
→ -0.2, -1, 0.2, -6
O=C(COc1ccc(Cl)cc1Cl)Nc1ccccc1C(=O)Nc1ccccc1
→ 0.0, -7, -0.3, -11
O=C1CC(CC(=O)N2CCCCC2CO)(c2ccccc2)C(=O)N1Cc1cccs1 (stereo unspecified)
→ 0.0, -3, 0.8, -3
